EPAC1 antag: antagonists of human EPAC1; 360,000 tested, 0.14% active; EPAC1 GEF assay, Rap1b-BODIPY-GDP exchange fluorescence; O95398; Potency, µM (titrated, usually from 115 µM), inactives show at the top dose activity change, negative = inhibition, usual class: inhibitors;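 also: potency is read from the fitted curve at half-maximal effect; plate controls were vehicle for no effect and positive control for full effect; nearly all actives have a fitted effect of over 50% in size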
PI5P4Ka inh: inhibitors of human PI5P4K alpha; PI5P4Kalpha enzyme, ADP-Glo luminescence, 60 min; active compounds read low; max response, %; 330,000 tested, 1.2% active; AID 652105; active = max response of -50% or lower; inconclusive = between -30% and -50%; inactive = -30% or higher; also: value at the top dose of about 77 µM; % is scaled to controls: 0 for no effect and ±100 for the full control effect
Target sequence (P48426 whole entry, looked up): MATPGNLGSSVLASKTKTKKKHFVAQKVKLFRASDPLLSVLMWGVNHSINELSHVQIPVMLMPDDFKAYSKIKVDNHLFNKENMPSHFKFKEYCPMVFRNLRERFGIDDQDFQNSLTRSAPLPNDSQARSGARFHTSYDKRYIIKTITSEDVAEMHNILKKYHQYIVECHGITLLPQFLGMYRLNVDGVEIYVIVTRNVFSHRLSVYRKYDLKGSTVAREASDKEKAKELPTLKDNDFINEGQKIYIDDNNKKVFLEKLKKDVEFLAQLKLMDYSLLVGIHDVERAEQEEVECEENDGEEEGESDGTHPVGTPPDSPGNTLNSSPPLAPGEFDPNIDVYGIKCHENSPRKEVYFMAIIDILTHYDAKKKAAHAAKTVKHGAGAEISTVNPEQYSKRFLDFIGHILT
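Human PI5P4Kalpha with substrate in 0.038 M HEPES pH 7.4, 0.28 mM EGTA, 0.1% CHAPS, 5% DMSO; reaction started with 5 microM ATP (final), 60 min at room temperature. ADP formed read by ADP-Glo luminescence.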
IL-2 act: IL-2 activation. IL-2 activation reporter assay, cell-based qHTS; stimulated with anti-CD3/CD4/CD28 beads; in transgenic mouse T cells. activation, % (series mostly up to about 46 µM). 360,000 tested, 0.065% active; in the data active = activation above about 50%; inconclusive = mostly about 30% to 49%; also: 0% is about no effect
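Unstimulated transgenic mouse T cells, 750 per well, received compound and, after 60 minutes, anti-CD3/anti-CD4 bead plus anti-CD28 stimulation. EGFP and DsRed were quantified after 18 hours.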
PLK1 PBD block: inhibitors of human PLK1 polo-box domain binding; AID 720504; Plk1 PBD binding of FITC phosphopeptide, fluorescence polarization; Potency, µM, for inactives: max response, negative = inhibition, actives largely listed as inhibitors; 360,000 tested, 2.8% active; also: potency is read from the fitted curve at half-maximal effect; series mostly up to about 57 µM; % is scaled to controls: 0 for no effect and ±100 for the full control effect; nearly all actives have a fitted effect of over 65% in size
Target sequence (P53350 whole entry, looked up, the tested form may be a part): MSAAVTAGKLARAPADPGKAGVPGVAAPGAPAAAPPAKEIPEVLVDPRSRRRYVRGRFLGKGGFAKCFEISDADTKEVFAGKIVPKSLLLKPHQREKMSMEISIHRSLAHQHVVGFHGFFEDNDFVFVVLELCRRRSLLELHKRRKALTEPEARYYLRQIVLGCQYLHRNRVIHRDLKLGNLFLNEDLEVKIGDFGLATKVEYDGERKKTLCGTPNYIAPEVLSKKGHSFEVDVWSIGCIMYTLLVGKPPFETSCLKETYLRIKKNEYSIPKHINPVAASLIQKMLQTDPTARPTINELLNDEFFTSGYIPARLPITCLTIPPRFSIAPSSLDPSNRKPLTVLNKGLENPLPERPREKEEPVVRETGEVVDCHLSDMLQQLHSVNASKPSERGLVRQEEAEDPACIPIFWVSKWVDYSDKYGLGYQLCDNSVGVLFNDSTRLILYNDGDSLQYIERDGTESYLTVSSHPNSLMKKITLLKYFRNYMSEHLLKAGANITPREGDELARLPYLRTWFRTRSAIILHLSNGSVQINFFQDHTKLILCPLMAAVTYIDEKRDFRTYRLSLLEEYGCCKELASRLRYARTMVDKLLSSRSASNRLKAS
aSyn yeast inh: alpha-synuclein toxicity inhibition in yeast. Yeast expressing alpha-synuclein, growth rescue, BacTiter-Glo, 24 h. Potency, µM (highest dose often 46.1 µM), for the others: at the top dose growth rescue (activation), hits mostly activators. 370,000 tested, 0.14% active. AID 652106; also: potency is read from the fitted curve at half-maximal effect; % of control where 0% means no effect; nearly all actives have a fitted effect of over 65% in size
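Readout is rescue of growth in alpha-synuclein-expressing yeast, so inhibitors of toxicity appear as activators. Growth after 24 hr at 30 deg C in galactose medium is quantified by luminescence.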
WRN helicase inh: blocks human WRN helicase | WRN helicase unwinding, fluorescent forked duplex, kinetic | Potency, µM (doses to about 114 µM), without a hit: at the top dose activity change, negative = inhibition, actives largely listed as inhibitors | Q14191 | 360,000 tested, 0.46% active; also: potency is read from the fitted curve at half-maximal effect; % is scaled to controls: 0 for no effect and ±100 for the full control effect; nearly all actives have a fitted effect of over 55% in size
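Enzyme (20 nM final) and test compound sit together 15 min at room temperature before substrate addition. Substrate is a single-forked duplex oligonucleotide (100 nM) labelled with fluorophore and quencher, with 2 mM ATP; helicase unwinding raises red fluorescence, read kinetically.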
Abeta rescue: A-beta toxicity reversal in yeast | Potency, µM (highest dose often 46.1 µM), without a hit: at the highest dose growth rescue, hits mostly activators | 410,000 tested, 0.063% active | yeast expressing A-beta42, growth rescue, OD600, 48 h; response scale: 0% DMSO, 100% iron-clioquinol control; also: potency is read from the fitted curve at half-maximal effect; nearly all actives have a fitted effect of over 55% in size
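Yeast A-beta toxicity model in growth medium with pinned compounds, 48 h at 30 C; growth read as absorbance at 600 nm. Normalized to FeCl3/clioquinol equimolar mix (positive) and DMSO (negative).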
EPAC1 ag: agonists of human EPAC1. 360,000 tested, 0.073% active. O95398. Potency, µM (series often up to 154 µM), for inactives: at the top dose activation, actives largely listed as activators. EPAC1 agonist qHTS, biochemical assay; response scale: 100% = response to 6.5 mM cAMP. AID 720707; also: potency is read from the fitted curve at half-maximal effect; nearly all actives have a fitted effect of over 60% in size
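Nucleotide exchange assay: 100 nM EPAC1 with 250 nM Rap1B loaded with BODIPY-GDP and 50 uM GDP, room temperature. Fluorescence (480/540 nm) read every 5 min for 30 min; signal change normalized to 6.5 mM cAMP as full agonist.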
FUS yeast rescue: suppressors of FUS proteinopathy in yeast. S. cerevisiae FUS-expressing, growth rescue, OD600, 24 h. Potency, µM (series often up to 76.6 µM), for the others: at the top dose growth rescue (activation), most hits filed as activators. 390,000 tested, 0.24% active. AID 1347120;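 also: potency is read from the fitted curve at half-maximal effect; plate controls were DMSO vehicle for no effect and reference control for full effect; nearly all actives have a fitted effect of over 55% in size; some results filed as inactive show a strong effect at the top dose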
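Restored growth of FUS-toxic S. cerevisiae, read as 600 nm absorbance after 24 h at 30C in galactose medium (starting OD 0.005). Controls CP55940 and DMSO.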
* = called active by the depositor; ? = inconclusive; / = not tested or not shown; [ ] = another dose, or the depositor's remark. Unless noted, calls follow the shape of the dose curve; as a rule, active = well fitted curve in the direction sought with a large enough effect; inconclusive = small, poorly fitted or top-dose-only effect, or another doubt; inactive = no such curve, though single readings can be large; an effect the other way counts as inactive or inconclusive.

SMILES	EPAC1 antag	PI5P4Ka inh	IL-2 act	PLK1 PBD block	aSyn yeast inh	WRN helicase inh	Abeta rescue	EPAC1 ag	FUS yeast rescue
Cc1cccc(C)c1NC(=O)C1c2ccccc2OCC(=O)N1CC(F)(F)F (stereo not drawn)	12%	-3	-0.6	2%	5%	6%	-2%	-4%	-14%
Cc1ccc(C2C(C#N)=C(N)N(c3cccnc3)C3=C2C(=O)CCC3)c(C)c1 (stereo not drawn)	-11%	0	-0.5	-9%	-3%	-2%	-5%	0%	34%
Cc1nc(-c2cccnc2)sc1C(=O)Nc1cccc(C(F)(F)F)c1	-14%	-3	15	0%	-9%	15%	-23%	-8%	35%
N#CCC(=O)N/N=C/c1ccc(Cl)cc1	-1%	8	0.0	3%	11%	-17%	12%	5%	?
Cc1cccc(NC(=O)C2C3C=CC(C4CC34)C2C(=O)O)c1 (stereo not drawn)	-3%	-7	1.2	-17%	9%	1%	18%	10%	-24%
COC(=O)Cc1c(C)c2ccc(OCc3nn[nH]n3)c(C)c2oc1=O	4%	/	-0.4	0%	-13%	-11%	17%	3%	16%
Cc1cccc(C)c1NC(=O)CN(C)C(C)C(=O)NCC(=O)Nc1ccc(F)c(F)c1F (stereo not drawn)	-19%	-4	0.4	-10%	-6%	0%	-4%	12%	-2%
Cc1ccc(OCCCCn2c(CO)nc3ccccc32)cc1	-9%	-2	-1.7	-15%	6%	-1%	-6%	-3%	10%
CC(C)(C)OC(=O)CNC(=O)c1nc[nH]c1C(=O)N1CCN(c2ccccc2)CC1	-2%	-1	-2.0	-2%	-1%	0%	-12%	-12%	0%
O=C(OCc1cc(=O)c(OC(=O)c2ccccc2)co1)c1ccccc1	-13%	-5	-0.5	-5%	14%	-17%	-3%	2%	16%
CSc1nnc(-c2cc(Br)ccc2N=Cc2c(C)[nH]n(-c3ccccc3)c2=O)c(=O)[nH]1	0%	-9	4.9	-20%	-5%	-33%	-6%	-2%	27%
COCC(C)n1c(C)cc(C(=O)CSc2ccc(NC(C)=O)cc2)c1C (stereo not drawn)	9%	-6	0.2	?	-20%	-1%	23%	3%	-7%

An excerpt from further up:
SMILES	EPAC1 antag	PI5P4Ka inh	IL-2 act	PLK1 PBD block	aSyn yeast inh	WRN helicase inh	Abeta rescue	EPAC1 ag	FUS yeast rescue
O=C(OCc1cc(=O)c(OC(=O)c2ccccc2)co1)c1ccccc1	-13%	-5	-0.5	-5%	14%	-17%	-3%	2%	16%
CSc1nnc(-c2cc(Br)ccc2N=Cc2c(C)[nH]n(-c3ccccc3)c2=O)c(=O)[nH]1	0%	-9	4.9	-20%	-5%	-33%	-6%	-2%	27%
COCC(C)n1c(C)cc(C(=O)CSc2ccc(NC(C)=O)cc2)c1C (stereo not drawn)	9%	-6	0.2	?	-20%	-1%	23%	3%	-7%

Later entries
SMILES	EPAC1 antag	PI5P4Ka inh	IL-2 act	PLK1 PBD block	aSyn yeast inh	WRN helicase inh	Abeta rescue	EPAC1 ag	FUS yeast rescue
S=C(Nc1ccc(Cl)cc1Cl)N1CCN(c2ccccn2)CC1	4%	2	-0.4	-2%	-1%	2%	-13%	3%	-12%
CC(=O)OC(C(=O)NC1CCCCC1)c1ccccc1 (stereo not drawn)	-3%	-2	-0.6	-13%	-4%	-4%	17%	-2%	12%
COC(=O)c1ccc(Oc2ccc3nnc(C)n3n2)cc1	8%	-4	0.7	-7%	?	-3%	-19%	-1%	2%
COc1ccccc1CCNC(=O)c1nccnc1C(=O)O	-2%	-8	2.7	5%	-2%	6%	-13%	-4%	6%
CC1Cc2ccccc2N1Cc1cc(=O)c(OCC(=O)NCCc2ccccc2)co1 (stereo not drawn)	-23%	-2	-1.3	-1%	1%	-5%	13%	-5%	14%
C/C(=N\NS(C)(=O)=O)c1ccc(C)cc1	-26%	1	-1.6	-7%	1%	5%	7%	0%	14%
CC(=O)N1CCN(S(=O)(=O)c2cccc(C(=O)Nc3ccc(F)c(F)c3)c2)CC1	-17%	-19	-0.1	-8%	0%	-8%	10%	1%	29%
CCN(CC)C(=O)c1[nH]cnc1C(=O)Nc1cccc(Cl)c1	3%	2	0.4	0%	0%	1%	1%	-17%	-26%
CCC(O)C1CCN(Cc2cn(-c3ccc(OC)cc3)nc2-c2cccc(F)c2)CC1 (stereo not drawn)	-1%	1	-0.7	11%	1%	4%	22%	4%	15%
CC(CNC(=O)Cn1ccc(N)nc1=O)c1ccccc1 (stereo not drawn)	19%	4	-1.0	2%	1%	8%	-4%	-19%	-22%
O=C(CN1CCCCC1)N1CCN(S(=O)(=O)c2ccccc2)C1	-4%	0	-1.2	-4%	3%	-22%	1%	1%	-4%
CC(C)(C)NC(=S)N1CCC(C(=O)c2ccc(Cl)cc2)CC1	-19%	4	-0.6	-2%	2%	2%	-9%	6%	2%
OC(COc1cccc2ccccc12)CN1CCOCC1 (stereo not drawn)	-7%	-7	0.8	-10%	-3%	-3%	9%	5%	11%
CC(=O)NC1C(Oc2ccc3c(C)cc(=O)oc3c2)OC(COC(C)=O)C(OC(C)=O)C1OC(C)=O (stereo not drawn)	14%	-2	1.0	3%	0%	-5%	0%	1%	7%
Cc1cc(=O)n2c3c(c4c(cc13)c(CN(C)C)cc(=O)n4C)OC2	0%	-2	-0.1	-1%	?	-4%	-1%	-9%	/
O=C1c2ccccc2C(=O)N1CCCc1c[nH]c2ccc(Cl)cc12	-13%	0	-1.3	2%	5%	-16%	11%	12%	/
Cc1ccc(NC(=O)Nc2cccnc2)cc1	-20%	3	0.6	-15%	1%	-6%	5%	0%	-3%
Nc1nc(NCC2CCCO2)nc(Nc2ccc(Cl)cc2)c1[N+](=O)[O-] (stereo not drawn)	10%	0	-4.9	-12%	-1%	2%	-8%	8%	7%
O=C(NC(Cc1c[nH]c2ccccc12)C(=O)O)/C(=C/c1ccc(F)cc1)NC(=O)c1ccccc1 (stereo not drawn)	3%	1	-0.6	-2%	-1%	-4%	9%	2%	9%
O=[N+]([O-])c1cccnc1Sc1ccc(Br)cc1	-21%	15	-4.4	-7%	-3%	3%	6%	-2%	-1%
Cn1cnnc1SCC(=O)Nc1cccc(S(=O)(=O)N2CCOCC2)c1	10%	0	-0.4	-4%	2%	0%	-9%	10%	-4%
CC(C)C(=O)Nc1nnc(SCC(=O)N2C(C)CCCC2C)s1 (stereo not drawn)	2%	-2	-0.1	?	1%	-4%	1%	1%	-7%
COc1ccc(CCC(=O)OCC(=O)N2CCN(S(=O)(=O)c3ccc(C)cc3C)CC2)cc1	-7%	4	1.9	-16%	4%	-32%	-1%	4%	34%
COc1ccccc1NC(=O)CN1CCCCCC1	-5%	-2	-1.1	-5%	-6%	-4%	7%	7%	-18%
O=C(O)c1cnn(-c2nc(-c3ccc(Cl)cc3)cs2)c1C(F)(F)F	-2%	-11	-0.1	-20%	-46%[inhibitor]	-9%	-75%[inhibitor]	3%	-1%
O=[N+]([O-])c1ccc(Sc2ccccn2)nc1	13%	2	-1.6	-6%	-6%	5%	7%	6%	2%
O=C1C2C(C(=O)N1/N=C/c1ccc([N+](=O)[O-])o1)C1C=CC2C12CC2 (stereo not drawn)	10%	4	-0.5	-16%	26%	-21%	-86%[inhibitor]	-2%	/
COc1ccccc1OCCNC(=O)c1ccc(Br)cc1	-1%	0	-2.4	-8%	-1%	4%	-54%[inhibitor]	7%	-6%
NS(=O)(=O)c1ccc(NC(=S)NCc2ccc(Cl)cc2)cc1	-1%	-5	-0.2	11µM*	-15%	-14%	-14%	2%	11%
COc1ccc(CNC(=O)C(c2ccco2)N(C(=O)c2csnn2)c2cccc(C)c2C)cc1 (stereo not drawn)	0%	-4	1.2	-4%	2%	-3%	2%	5%	41%
COc1ccc(NC(=O)CN(C)CC(=O)NC(=O)NC2CCCCC2)cc1	1%	2	0.0	2%	7%	0%	5%	-3%	0%
Cc1n[nH]c(C)c1CCN(C)Cc1cn(C)nc1-c1ccc2c(c1)OCCO2	0%	2	2.1	3%	1%	-4%	7%	3%	10%
CCS(=O)(=O)N1N=C(c2ccc(NS(C)(=O)=O)cc2)CC1c1ccccc1 (stereo not drawn)	22%	-3	0.4	8%	-2%	-21%[57.1 µM]	9%	4%	8%
O=C(NCc1ccc(Cl)c(Cl)c1)C1CCCC1	13%	4	-1.8	-1%	12%	0%	12%	-1%	-19%
O=S(=O)(NCCOCC(F)(F)F)c1ccc2oc3ccccc3c2c1	-12%	1	0.0	-5%	14%	-7%	20%	10%	23%
COc1cc(OC)cc(OC(=O)C2CCN(S(=O)(=O)c3ccc(OC)c(OC)c3)CC2)c1	-7%	12	-1.8	0%	-7%	-8%	8%	3%	-4%
CCN(CC)C(=O)c1cc(S(=O)(=O)N2CCCCC2)c[nH]1	11%	6	-3.4	1%	1%	-1%	0%	-4%	-25%
CN(CC(=O)Nc1ccc(F)cc1)CC(=O)N(C)C1(C#N)CCCCC1	17%	0	0.2	-11%	1%[1.84 µM]	0%	1%	0%	0%
C=C(C)CSc1nc2ccccc2c(=O)n1-c1c(C)n(C)n(-c2ccccc2)c1=O	-1%	1	1.4	4%	5%	-3%	2%	-4%	13%
COC(=O)c1ccc(NC(=O)C2CCCN2C(=O)OCc2ccccc2)cc1 (stereo not drawn)	13%	2	-1.9	-12%	-1%	-1%	-10%	6%	23%
COc1ccc(Cc2c(-c3cccc(Cl)c3)nc3cc(C)c(Br)c(C)n23)c(C)c1	-12%	27	2.4	6%	1%	-6%	3%	8%	-8%
O=C(CSc1ccc2ccccc2n1)NC1CC1	16%	6	0.1	-4%	14%	4%	-12%	-3%	/
CC(C)NC(=O)COc1ccc(S(=O)(=O)N2CCCC2)cc1	10%	1	2.9	-2%	-3%	-16%	-15%	4%	-2%
CCCNc1ccc(S(=O)(=O)N(C(C)C)C(C)C)cn1	-9%	13	-3.4	8%	2%	-1%	-1%	-13%	19%
COc1ccc(-n2c(C)nc3cc(C(=O)NCc4ccc5c(c4)OCO5)ccc32)cc1	-26%	-1	-0.5	-1%	-8%	-5%	6%	0%	/
CCCCC(CC)C(=O)Nc1ccccc1C(=O)NC(C)C (stereo not drawn)	4%	/	-0.3	-4%	-4%	-6%	3%	-9%	21%
